Assay outcomes: PubChem BioAssay, Sanford-Burnham Center for Chemical Genomics
SENP8 block – SENP8 protease inhibitors, primary screen, biochemical, luminescence | Sentrin-specific protease 8 (Homo sapiens), Q96LD8 | purified SENP8, Z-RLRGG-aminoluciferin cleavage | AID 2540, 2010 | hit rate 1.2% among 330,000 | inhibition, % at 10 µM
Target sequence (Q96LD8 whole entry, looked up): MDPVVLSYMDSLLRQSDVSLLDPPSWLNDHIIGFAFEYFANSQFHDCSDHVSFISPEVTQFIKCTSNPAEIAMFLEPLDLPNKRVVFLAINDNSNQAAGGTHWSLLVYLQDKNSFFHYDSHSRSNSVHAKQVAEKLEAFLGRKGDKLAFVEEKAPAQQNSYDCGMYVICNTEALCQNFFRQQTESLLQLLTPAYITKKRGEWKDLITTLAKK
UBC13 polyUb – UBC13 polyubiquitin chain formation inhibitors, primary screen, biochemical, TR-FRET, uHTS; Ubiquitin-conjugating enzyme E2 N (Homo sapiens), P61088; inhibition, % at 20 µM; hit rate 0.47% among 330,000; AID 485273, 2010; in the data active = inhibition above about 45%, passing the limit was not always enough
Target sequence (P61088 whole entry, looked up): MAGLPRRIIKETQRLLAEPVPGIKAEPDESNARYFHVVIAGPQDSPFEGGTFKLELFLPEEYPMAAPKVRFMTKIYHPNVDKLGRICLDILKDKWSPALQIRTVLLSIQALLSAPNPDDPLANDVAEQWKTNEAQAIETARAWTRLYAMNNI
Apaf1 inhib – inhibitors of human Apaf-1 apoptosome, primary screen, biochemical, DEVD-Rh110 fluorescence, uHTS; Apoptotic protease-activating factor 1 (Homo sapiens), O14727; reconstituted apoptosome caspase-3 activity; inhibition, % at 20 µM; hit rate 0.71% among 330,000; AID 489030, 2010; active = inhibition of at least 40% at 20 µM;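 also: plate controls were DMSO wells for no effect and DEVD-CHO caspase inhibitor wells for full effect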
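System: Apoptosome proteins | Medium: Hepes pH 7.5 with detergent and BSA | Also added: Cytochrome c trigger plus (Z-DEVD)2-Rh110 caspase-3 substrate | Incubation: 30 min compound preincubation, 50 min activation, room temperature | Detection: Rhodamine 110 fluorescence at Ex 480/Em 540 nm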
697 NFkB inh – inhibitors of PMA/ionomycin-induced NF-kB reporter, 697 cells, primary screen, B-cell NF-kB inhibitor project, cell-based, luminescence, uHTS. 697 B-cell NF-kB luciferase reporter, 16 h. inhibition, % at 4 µM. hit rate 0.33% among 330,000. AID 435022, 2010; in the data active = inhibition above about 35%
Jurkat NFkB inh – inhibitors of induced NF-kB luciferase reporter, primary screen, TCR NF-kB activation inhibitor project, cell-based, luminescence, uHTS. Jurkat, PMA/ionomycin-induced NF-kB luciferase reporter. inhibition, % at 4 µM. hit rate 0.53% among 330,000. AID 435003, 2010
EBI2 antag – EBI2 receptor antagonists, beta-arrestin recruitment, primary screen, cell-based, luminescence, 7a,25-OHC stimulation, uHTS; G-protein coupled receptor 183 (Homo sapiens), P32249; 7a,25-OHC stimulated; inhibition, % at 5 µM; hit rate 0.81% among 360,000; AID 651636, 2012; in the data active = inhibition above about 38%;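 also: enzyme fragment complementation signal reports receptor beta-arrestin coupling in cells; 0% = agonist plus DMSO wells and 100% = wells without agonist; some results beyond the cut were filed as inactive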
Target sequence (P32249 whole entry, looked up, the tested form may be a part): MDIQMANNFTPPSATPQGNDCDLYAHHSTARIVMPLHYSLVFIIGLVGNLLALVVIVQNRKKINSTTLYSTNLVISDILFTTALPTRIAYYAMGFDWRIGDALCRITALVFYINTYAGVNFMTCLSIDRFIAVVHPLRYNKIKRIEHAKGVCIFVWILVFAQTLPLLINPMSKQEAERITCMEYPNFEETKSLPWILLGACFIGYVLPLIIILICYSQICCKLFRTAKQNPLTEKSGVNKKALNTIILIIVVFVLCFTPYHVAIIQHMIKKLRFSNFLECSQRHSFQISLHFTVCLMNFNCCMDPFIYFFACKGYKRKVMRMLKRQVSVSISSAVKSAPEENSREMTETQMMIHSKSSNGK
Gli-Sufu block – Gli-Sufu pathway antagonists, primary screen, luciferase luminescence, Sufu-KO-LIGHT cells, uHTS | Sufu-KO-LIGHT fibroblasts, Gli luciferase reporter luminescence | inhibition, % at 5 µM | hit rate 0.74% among 340,000 | AID 588413, 2011;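 active = inhibition above about 55%, limit read from the data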;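 also: 0% = DMSO-treated cells and 100% = wells with medium but no cells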
CCR6 antagonist – CCR6 receptor antagonists, primary screen, cell-based, CHO-K1, luminescence, beta-arrestin, uHTS; C-C chemokine receptor type 6 (Homo sapiens), P51684; CHO-K1 CCR6 PathHunter beta-arrestin, CCL20-stimulated; inhibition, % at 20 µM; hit rate 0.49% among 340,000; AID 493098, 2011;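 active = compounds whose inhibition of the agonist-driven luminescence signal at 20 µM reaches about 50%, limit read from the data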;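 also: cells stimulated with CCL20 at 14 nM final; plate controls were DMSO with CCL20 for no effect and DMSO without agonist for full effect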
Numbers without * were called inactive; . = not tested or not shown. Rule as the data show it, unless noted: active = inhibition above about 50%; inactive = the rest.

SMILES	SENP8 block	UBC13 polyUb	Apaf1 inhib	697 NFkB inh	Jurkat NFkB inh	EBI2 antag	Gli-Sufu block	CCR6 antagonist
CCc1cc2c(=O)[nH]c(CC(N)=O)nc2s1	3	0	-6	10	0	-9	5	9
CCOc1ccc(S(=O)(=O)Nc2nccs2)cc1	4	1	-7	14	6	-1	5	-4
Cc1ccccc1OCC(=O)OCC(=O)NCc1ccccc1Cl	-11	-3	14	4	-5	-1	-9	13
C#CCOC(=O)Nc1cccn(Cc2c(Cl)cccc2Cl)c1=O	0	-4	0	-32	30	8	-20	3
CCCNC(=O)C1CN(C(=O)c2nn(Cc3ccccc3)c(=O)c3ccccc23)c2ccccc2O1 (centres undefined)	-8	0	0	11	1	1	8	11
COc1ccccc1C(=O)NCC(=O)Nc1ccccc1	-8	-6	4	17	3	11	16	3
CC(C)c1ccc(NC2CCCN(C(=O)c3cnn(C(C)C)c3)C2)cc1 (centres undefined)	-4	11	5	-13	10	3	13	15
Cc1nnc(SCC(=O)Nc2ccc(N(C)C)cc2)n(N)c1=O	-4	2	-16	-1	-9	1	0	1
Cn1c(=O)c2nnn(/N=C(\c3ccccc3)C3CC3)c2n(C)c1=O	1	2	2	20	1	-7	27	-14
COc1cc2nc(CSc3nc(-c4ccc(F)cc4)cs3)[nH]c(=O)c2cc1OC	-5	-10	10	18	-14	-5	11	0
COc1ccc(Nc2nnc(SCC3CCCO3)s2)cc1 (centres undefined)	-7	-15	3	-29	-47	19	0	15
O=C(O)C1C2CCC(O2)C1C(=O)NCc1ccncc1 (centres undefined)	-5	4	-9	9	-5	3	1	2
CCc1ccccc1NC(=O)CC(c1ccc(OC)cc1)n1cccc1 (centres undefined)	-6	12	8	19	5	4	3	8
CC(OC(=O)C1=Cc2ccccc2OC1)C(=O)NC1CCCC1 (centres undefined)	-12	2	-5	-34	7	-2	-2	-15
COc1cccc(NC(=S)/C(=C(\[O-])c2ccc(OC(F)F)cc2)[n+]2ccccc2)c1	0	-3	25	-5	-31	4	-6	0

Part of the list above, showing only EBI2 antag and Jurkat NFkB inh:
| Structure | EBI2 antag | Jurkat NFkB inh |
| --- | --- | --- |
| CCOc1ccc(S(=O)(=O)Nc2nccs2)cc1 | -1 | 6 |
| Cc1ccccc1OCC(=O)OCC(=O)NCc1ccccc1Cl | -1 | -5 |
| C#CCOC(=O)Nc1cccn(Cc2c(Cl)cccc2Cl)c1=O | 8 | 30 |
| CCCNC(=O)C1CN(C(=O)c2nn(Cc3ccccc3)c(=O)c3ccccc23)c2ccccc2O1 (centres undefined) | 1 | 1 |

More records follow.
SMILES	SENP8 block	UBC13 polyUb	Apaf1 inhib	697 NFkB inh	Jurkat NFkB inh	EBI2 antag	Gli-Sufu block	CCR6 antagonist
Cc1ccccc1NS(=O)(=O)c1ccc2c(c1)NC(=O)CO2	8	8	3	8	13	-2	6	10
Nc1cc(=O)[nH]c(SCC(=O)N2CCCC2)n1	-14	-11	12	-1	-16	-8	-4	-5
Nn1c(SCC(=O)Nc2cccnc2Cl)nnc1-c1ccccc1	-8	-14	-2	7	-3	-1	-12	6
CC(NC(=O)c1ccco1)C(=O)N1CCN(c2ccccc2)CC1 (centres undefined)	6	-2	1	-9	-4	-4	-2	-7
Cc1ccc(NC(=O)CSc2ncccn2)cc1S(=O)(=O)N1CCCCC1	4	-1	9	1	15	2	-3	9
COCC(C)n1c(C)cc(C(=O)COC(=O)c2ccc3ncsc3c2)c1C (centres undefined)	7	0	8	-26	2	3	-2	-3
COc1ccc(NC(=O)CN(C)C(=O)c2cc3c(s2)CCC3)cc1	15	10	-4	2	-9	-4	5	25
CCCc1cc(=O)n2[nH]c(C)cc2n1	3	10	-4	19	-3	-2	5	8
O=C(COC(=O)[C@H](Cc1ccccc1)NC(=O)c1cccs1)Nc1ccccc1C(F)(F)F	0	13	7	12	3	-4	-8	-7
COc1cc(/C=N/NC(=O)Cc2ccc(Br)cc2)cc(OC)c1O	-8	-12	3	-13	-38	-5	5	-3
COCCNC(=O)CCCn1c(=O)c2cc(OC)c(OC)cc2n(CC(=O)Nc2ccc(C)c(F)c2)c1=O	-4	-4	-8	-3	-2	-8	-1	14
COc1ccc(CCNC(=O)C2CCN(S(=O)(=O)c3ccc(C)cc3)CC2)cc1	-5	-7	2	0	6	14	-4	20
COc1ccc(CC(=O)NCC2CCCN(Cc3ccccc3Cl)C2)cc1 (centres undefined)	-5	2	-6	6	-5	6	23	16
Nc1ccc(N2CCOCC2)c2nonc12	4	-49	84*	16	9	5	1	-14
CC1=CC(=C2N=C(c3ccccc3)OC2=O)C=C(C)O1	-5	-8	7	-34	-64	6	-53	13
CCN(CC)C(=S)SCC(=O)Nc1cccc(C(F)(F)F)c1	-1	2	5	3	-4	8	14	0
CCC(=O)c1ccc(OCC(=O)OCC(=O)NCC2CCCCC2)cc1	-8	2	1	21	21	-4	-12	-9
CC(C)(C)OC(=O)[C@H](Cc1ccccc1)NC(=O)c1nc[nH]c1C(=O)NCCCCCN	-13	22	8	3	7	1	3	2
Cc1noc(C)c1C(=O)N(CC(=O)Nc1ccc(Cl)c(C(F)(F)F)c1)Cc1ccco1	2	-4	3	1	14	0	6	3
Oc1ccccc1C1NN=C(c2ccccc2)S1 (centres undefined)	61*	-1	-1	-214	-175	6	-11	21
CCOC(=O)CNC(=O)c1cccnc1Oc1ccc(Cl)cc1	-5	3	2	11	4	-5	3	9
Oc1ccc(Br)cc1CNc1cccc2cccnc12	80*	-140	90*	-10	28	-5	-26	21
O=S(=O)(Nc1ccc(-n2cccc2)cc1)c1ccc(Cl)c(Cl)c1	-2	4	10	1	-7	-17	-2	-7
COc1ccc(CCNC(=O)CC(c2ccccc2)c2cc(C)ccc2O)cc1OC (centres undefined)	-3	-4	8	20	-18	6	5	0
COc1ccc2c(Cl)c(C(=O)NN)sc2c1	1	-1	-12	19	8	1	-5	-35
CCc1ccc(OCC(=O)NNC(=O)Cc2c(F)cccc2Cl)cc1	-11	-5	3	-16	-24	15	0	-1
Cc1n[nH]c(=O)nc1Nc1ccc(O)cc1	0	1	-19	20	9	-14	1	-5
O=C(O)c1ccc(N/C(=N\S(=O)(=O)c2ccc(Cl)cc2)c2ccccc2)cc1	-9	-10	5	12	4	-2	-1	8
O=C(COC(=O)CSc1nnc(-c2ccc(Cl)cc2)o1)NCc1ccc2c(c1)OCO2	-5	-3	9	7	14	0	-2	-7
CCn1cc(C(=O)N2CCN(c3ccccn3)CC2)c(=O)c2cc(S(=O)(=O)N(C)C3CCCCC3)ccc21	-9	-10	7	1	11	12	16	15

Four entries out of the list, arranged by count of non-hydrogen atoms, highest first.
SMILES	SENP8 block	UBC13 polyUb	Apaf1 inhib	697 NFkB inh	Jurkat NFkB inh	EBI2 antag	Gli-Sufu block	CCR6 antagonist
CC(C)(C)OC(=O)[C@H](Cc1ccccc1)NC(=O)c1nc[nH]c1C(=O)NCCCCCN	-13	22	8	3	7	1	3	2
COc1ccc(CCNC(=O)CC(c2ccccc2)c2cc(C)ccc2O)cc1OC (centres undefined)	-3	-4	8	20	-18	6	5	0
CCc1ccc(OCC(=O)NNC(=O)Cc2c(F)cccc2Cl)cc1	-11	-5	3	-16	-24	15	0	-1
CCN(CC)C(=S)SCC(=O)Nc1cccc(C(F)(F)F)c1	-1	2	5	3	-4	8	14	0

Reformatted with two lines to a compound: 2 of the compounds above
Each structure is followed by: SENP8 block, UBC13 polyUb, Apaf1 inhib, 697 NFkB inh, Jurkat NFkB inh, EBI2 antag, Gli-Sufu block, CCR6 antagonist
Oc1ccc(Br)cc1CNc1cccc2cccnc12
→ 80*, -140, 90*, -10, 28, -5, -26, 21
CCn1cc(C(=O)N2CCN(c3ccccn3)CC2)c(=O)c2cc(S(=O)(=O)N(C)C3CCCCC3)ccc21
→ -9, -10, 7, 1, 11, 12, 16, 15

New compounds follow.
SMILES	SENP8 block	UBC13 polyUb	Apaf1 inhib	697 NFkB inh	Jurkat NFkB inh	EBI2 antag	Gli-Sufu block	CCR6 antagonist
Brc1cccc2sc(N3CCN(c4ccccc4)CC3)nc12	-6	-11	10	-25	-21	2	10	6
COC(=O)c1ccc(CSC2=NC[C@@H]3[C@@H]4C(=O)N(C)C(=O)[C@@H]4[C@](Cc4ccccc4)(C(=O)OC)N23)cc1	.	.	17	0	.	2	-1	7
CCOC(=O)C(NCc1ccc(OC)cc1)(NC(C)=O)C(F)(F)F (centres undefined)	-5	6	2	18	0	-8	-6	-9
COc1cccc(N2CCN(C(=O)CCCCCNc3nc(=S)[nH]c4ccccc34)CC2)c1	8	-1	-2	-21	23	-3	21	11
O=C1CC(Cc2ccc(Br)cc2)C(=O)N1c1ccccc1 (centres undefined)	-2	6	4	2	-1	6	17	12
O=C(CN1C(=O)NC2(CCCC2)C1=O)N1CCN(S(=O)(=O)c2ccc(Cl)cc2)CC1	-4	-8	-4	-3	16	-12	4	6
Cc1ccccc1OCCC(=O)OCC(=O)NCCc1ccccc1	-6	1	13	18	5	3	-5	13
O=C(NCC1CCCO1)C1CCN(S(=O)(=O)c2ccccc2)CC1 (centres undefined)	-4	-6	-4	24	11	-5	.	-11
Cn1ccnc1C(O)(c1ccccc1)c1ccccc1	3	0	-18	14	5	-10	-2	8
O=C1c2ccccc2C(Nc2ccc3c(c2)OCCO3)N1Cc1ccccc1 (centres undefined)	10	6	3	-4	11	1	-3	9
O=C(NCN1C(=O)C2C3C=CC(C3)C2C1=O)Nc1ccccn1 (centres undefined)	-6	0	-1	7	4	5	-92	-1
COc1cc(N2CCCC2)ccc1C=O	2	-6	-19	3	12	9	18	0
Cc1ccccc1N1C(=O)C2CCCN2C1=S (centres undefined)	-19	-10	1	11	-7	-7	-2	-4
CCCn1c(N)nc2ccccc21	5	0	-2	17	11	-3	3	-17
CCC(=O)c1ccc(N2CCN(C(=O)c3ccc(F)cc3)CC2)c(F)c1	1	-2	0	-17	3	12	-30	3
CCCSCCCNC(=O)Cn1cc2c(n1)CCC(C)C2 (centres undefined)	-1	7	-5	1	-3	-1	3	6
O=C(O)c1ccc(NS(=O)(=O)c2ccc3c(c2)OCCCO3)cc1	-4	2	-2	4	-10	-6	-27	8
CCc1ccccc1NC(=O)CNC(=O)CNC(=O)Cc1ccccc1	-6	-1	-6	5	5	0	-4	-8

Not all compounds are listed; rates above refer to the full screens.
